Assay outcomes (PubChem BioAssay)
Large T inhibition: TAg ATPase/helicase activity blockers – biochemical (AID 1903) | inhibition, % at 20 µM; hits with a dose series show IC50 in µM | SV40 large T antigen ATPase/helicase inhibition assay; higher % means a stronger effect | hit rate 0.39% among 310,000; in the data active = a potency from the dose series; inconclusive = inhibition mostly from about 32% at the one dose, without a potency; inactive = the rest, 99 in 100 with inhibition below about 32%; note: strong numbers were not always called active
HIV fusion peptide: inhibitors of HIV fusion peptide binding, primary screen, biochemical, uHTS, fluorescence dequenching (AID 1986); cell-free peptide binding, fluorescence dequenching, 30 min; higher % means a stronger effect; inhibition, % at 20 µM; hits with a dose series show IC50 in µM; hit rate 0.3% among 290,000; in the data active = inhibition mostly above about 52%, no sharp cut-off; inactive = mostly below about 76%; note: some results filed as inactive read as strong as hits
XIAP antagonists: small molecules displacing peptide from XIAP – biochemical, IAP family, fluorescence polarization (AID 1018). XIAP BIR domain, fluorescence polarization peptide displacement; higher % means a stronger effect. one-dose displacement, % at 20 µM; IC50 in µM for titrated hits. hit rate 0.007% among 200,000; in the data active = displacement above about 50%; note: a part of the inactive calls stands beside numbers as strong as those of hits
SIAH1 antagonists: Siah-1 peptide-binding antagonists, primary screen, biochemical, fluorescence polarization, rhodamine-plectin, uHTS (AID 1817) | displacement, % at 20 µM, or IC50 in µM where a hit was titrated | hit rate 0.02% among 290,000 | Siah-1 / rhodamine-plectin peptide fluorescence polarization; higher % means a stronger effect;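 active = displacement of at least 50% at 20 µM, with a fluorescence ratio check between 0.3 and a set limit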;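 note: plate controls were Siah plus tracer with DMSO for no effect and tracer alone without Siah for full effect; strong numbers were not always called active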
LYP inhibition: inhibitors of LYP phosphatase, biochemical, fluorescence intensity, uHTS (AID 1779). recombinant LYP phosphatase, fluorescence intensity; higher % means a stronger effect. inhibition, % at 11.5 µM; hits with a dose series show IC50 in µM. hit rate 0.054% among 290,000; in the data active = inhibition above about 50%;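 note: plate controls were vehicle with enzyme for no effect and no enzyme for full effect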
RSV antiviral HEp-2: RSV antiviral activity via CPE protection, HEp-2 cells, primary 10 µM value included (AID 2391) | hit rate 0.13% among 310,000 | HEp-2 cells, RSV-induced CPE inhibition; higher % means a stronger effect | CPE inhibition, % at 10 µM, or IC50 in µM where a hit was titrated; in the data active = a potency from the dose series; inconclusive = CPE inhibition mostly from about 23% at the one dose, without a potency; inactive = the rest, 99 in 100 with CPE inhibition below about 21%; note: strong numbers were not always called active
AID2073: inhibitors of Mint1-CaV2.2 protein interaction, biochemical, HTRF (AID 2073); hit rate 0.19% among 290,000; inhibition, % at 20 µM, or IC50 in µM where a hit was titrated; HTRF protein-protein interaction, Mint1-CaV2.2; higher % means a stronger effect; in the data active = inhibition mostly above about 51%, no sharp cut-off; inconclusive = no clear call, values can overlap the other calls; inactive = mostly below about 53%; note: some results filed as inactive read as strong as hits
NS5 inhibitors: flavivirus cap methylation enzyme inhibition – biochemical, confirmation dose response, primary screen (AID 588689) | Dengue-2 NS5 methyltransferase capping enzyme assay, biochemical; higher % means a stronger effect | one-dose inhibition, % at 25 µM; IC50 in µM for titrated hits | hit rate 0.3% among 340,000; in the data active = a potency from the dose series; inconclusive = inhibition above about 29% without an active follow-up result
MgcRacGAP inhibition: MgcRacGAP GTPase-activating activity inhibitors, confirmation, biochemical, ADP Hunter fluorescence; inhibition, % at 30 µM, or IC50 in µM where a hit was titrated; MgcRacGAP-stimulated Rac1 GTP hydrolysis, ADP Hunter fluorescence; higher % means a stronger effect; GST-tagged Rac1 F28L mutant substrate; hit rate 0.6% among 340,000;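 active = first-screen hits whose inhibition reached a set limit at any dose in the follow-up dose series; inconclusive = inhibition above the set first-screen limit but never retested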;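 note: fluorescence reports GDP produced by GAP-driven GTP hydrolysis; strong numbers were not always called active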
NS5 inhibitors pilot replicate: also measured in NS5 inhibitors; calls as there; inhibition, %; measured here: pilot screen replicate inhibition
Active calls of the source: *; ? = inconclusive; . = no result given.

SMILES	Large T inhibition	HIV fusion peptide	XIAP antagonists	SIAH1 antagonists	LYP inhibition	RSV antiviral HEp-2	AID2073	NS5 inhibitors	MgcRacGAP inhibition	others
CCOC(=O)C(=O)NCc1ccc(/C=C2/N=C(C)C(C(=O)OCC)=C2O)o1	31.5%	35.2%	-1.4%	4.9%	-1.8%	1.0%	39.3%	20.0%	8.5%
Cc1ccc(C(NC(=O)NCCCN2CCOCC2)=C(Cl)Cl)cc1F	4.7%	-1.2%	-3.0%	-0.9%	-6.9%	1.1%	-6.0%	-4.0%	4.4%
Cc1c(-n2c(O)c(C3=c4ccccc4=NC3=O)sc2=S)c(=O)n(-c2ccccc2)n1C	8.4%	-4.3%	-1.2%	-0.6%	-6.7%	0.6%	27.0%	-0.8%	12.7%
O=[N+]([O-])c1cccc(CN2CCCCCC2)c1	11.1%	-1.4%	.	-9.1%	2.5%	0.0%	12.5%	-7.5%	10.9%
CCc1occc(=O)c1Oc1cc(NN2CCCCC2)c([N+](=O)[O-])cc1[N+](=O)[O-]	8.4%	0.3%	.	4.7%	-8.6%	-1.6%	-8.8%	-10.5%	7.5%
COc1cc(NC(=O)CS(=O)(=O)c2ccccc2)cc(OC)c1OC	6.3%	-1.0%	0.0%	0.5%	-14.4%	-1.4%	-4.6%	-4.9%	8.5%
COC(=O)CCC(=O)OC1(C)C(=O)C2=CN(c3ccccc3)C(c3ccc(OC)cc3)=CC2=C(Br)C1=O (stereo not drawn)	23.7%	.	.	.	.	0.7%	.	>100µM*	11.1%
COCCn1c(=NC(=O)c2ccc3c(c2)OCCO3)sc2cc(S(N)(=O)=O)ccc21	12.9%	13.0%	-8.8%	5.2%	-4.1%	1.7%	43.7%	-14.3%	7.8%
Cn1nc(CC(=O)NCCN2C(=O)CSC2=O)c2ccccc2c1=O	14.9%	-0.3%	-3.7%	3.4%	-5.3%	-0.6%	-3.2%	2.0%	8.4%
CC(C)(C)c1ccc(C2C3=C(CCCC3=O)NC3=C2C(=O)c2ccccc23)cc1 (stereo not drawn)	22.2%	-5.7%	0.2%	0.4%	-0.3%	?	1.5%	-1.4%	-2.0%
COC(=O)C1=C(C(=O)OC)[C@@H]2N(C)c3ccccc3[C@@]23C[C@@H](C(=O)OC)N=C3N1	20.9%	-1.4%	.	-2.4%	-4.4%	-0.2%	2.8%	-5.5%	11.1%
CCOC(=O)c1cc(C)nc(Sc2ccc(C)cc2)c1C#N	5.9%	-0.9%	.	5.7%	-0.2%	1.4%	5.3%	0.0%	14.3%

Reprinted from the entries so far, 3 compounds:
SMILES	Large T inhibition	HIV fusion peptide	XIAP antagonists	SIAH1 antagonists	LYP inhibition	RSV antiviral HEp-2	AID2073	NS5 inhibitors	MgcRacGAP inhibition	others
CC(C)(C)c1ccc(C2C3=C(CCCC3=O)NC3=C2C(=O)c2ccccc23)cc1 (stereo not drawn)	22.2%	-5.7%	0.2%	0.4%	-0.3%	?	1.5%	-1.4%	-2.0%
COC(=O)C1=C(C(=O)OC)[C@@H]2N(C)c3ccccc3[C@@]23C[C@@H](C(=O)OC)N=C3N1	20.9%	-1.4%	.	-2.4%	-4.4%	-0.2%	2.8%	-5.5%	11.1%
CCOC(=O)c1cc(C)nc(Sc2ccc(C)cc2)c1C#N	5.9%	-0.9%	.	5.7%	-0.2%	1.4%	5.3%	0.0%	14.3%

The list goes on:
SMILES	Large T inhibition	HIV fusion peptide	XIAP antagonists	SIAH1 antagonists	LYP inhibition	RSV antiviral HEp-2	AID2073	NS5 inhibitors	MgcRacGAP inhibition	others
CC(C)(Sc1cc(C(C)(C)C)c(O)c(C(C)(C)C)c1)Sc1cc(C(C)(C)C)c(O)c(C(C)(C)C)c1	10.5%	1.1%	-23.8%	21.1%	-1.3%	14.7%	4.0%	-8.8%	-2.3%
NS(=O)(=O)c1ccc(CCNC(=O)C(=O)NCC2OCCN2S(=O)(=O)c2ccc(F)cc2)cc1 (stereo not drawn)	3.3%	-0.3%	.	-6.3%	-7.9%	2.8%	11.0%	-3.2%	9.3%
COc1ccc(NC(=O)c2cc(CC(C)C)on2)cc1OC	4.2%	-1.9%	-6.5%	-4.5%	3.5%	1.7%	4.4%	-4.2%	12.7%
COC(=O)c1ccc(C)c(NS(=O)(=O)c2ccc(OC)c(OC)c2)c1	3.3%	16.7%	-4.5%	1.1%	5.8%	-0.3%	4.0%	-5.7%	9.5%
COCCNC(=S)N(CCc1c(C)[nH]c2ccc(OC)cc12)Cc1cccnc1	22.5%	0.0%	.	3.3%	-10.9%	-0.8%	-3.3%	1.0%	2.1%
CCn1nc(C)c(/C=N/NC(=O)c2ccoc2C)c1C	2.4%	-1.0%	-23.0%	-3.0%	-5.5%	3.1%	-7.4%	-2.8%	1.3%
O=C(CCOc1ccccc1)Nc1ccnn1C1CCN(C(=O)CCC(F)(F)F)CC1	.	1.5%	.	5.4%	-9.8%	3.1%	-17.0%	-2.6%	8.8%
CCn1c(CSc2ncn[nH]2)nc2cc(C(=O)O)ccc21	16.2%	6.7%	.	28.8%	-8.2%	0.6%	34.7%	-3.2%	7.1%
CC1(C)CC(=O)C2=C(C1)c1c(ccc3ccccc13)NC2c1ccc(Br)o1 (stereo not drawn)	8.1%	11.1%	-4.7%	1.2%	-3.2%	?	7.5%	-8.0%	7.8%
CCCN1C2CCCC1CC(NC(=O)c1ccccc1OCC)C2 (stereo not drawn)	2.6%	-0.3%	-2.8%	1.4%	-3.0%	1.4%	3.3%	-11.3%	-1.0%
CCN(CC(=O)Nc1ccc(NC(C)=O)cc1)C(=O)c1ccccc1SCc1c(C)noc1C	16.9%	.	.	.	.	-2.1%	.	1.4%	3.9%
O=Cc1c(NCc2ccco2)nc2ccccn2c1=O	24.4%	1.2%	-4.0%	-0.4%	-6.2%	1.6%	-8.1%	-3.0%	1.8%
CSc1ccccc1NC(=O)c1ccc(N2CC3CC(C2)c2cccc(=O)n2C3)c(NC(=O)c2cccnc2)c1 (stereo not drawn)	7.5%	-2.4%	.	0.7%	-8.6%	0.1%	18.2%	1.8%	.
O=C(CSCCc1ccccn1)Nc1ccc(Br)cn1	-2.1%	-2.8%	-1.2%	2.4%	-1.6%	-1.3%	0.0%	2.1%	-3.2%
CC(=O)c1cccc(NC(=O)CN(c2ccccc2)S(C)(=O)=O)c1	1.3%	0.6%	-1.0%	1.4%	-14.7%	3.3%	19.9%	.	-1.8%
COc1ccccc1C(=O)Nc1nc(N)n(-c2ccccc2)n1	4.7%	-0.9%	-1.2%	-0.7%	-3.2%	0.9%	2.2%	-8.0%	4.6%
CCOC(=O)c1nc(C)sc1-c1ccnn1S(=O)(=O)c1ccc(C)cc1	9.5%	-2.0%	.	5.0%	-7.1%	1.9%	-8.3%	9.2%	15.5%
Cc1ccc(CNn2cnnc2SCc2ccc(F)cc2)cc1	3.1%	2.0%	-7.6%	0.6%	-1.7%	6.2%	-10.8%	-8.1%	12.7%	NS5 inhibitors pilot replicate=-1.8
COC(=O)c1ccc(C2/C(=C(/O)c3ccc(OC(C)C)cc3)C(=O)C(=O)N2c2cc(C)on2)cc1 (stereo not drawn)	8.4%	5.3%	-3.7%	5.0%	3.0%	12.1%	8.3%	-7.1%	10.5%
CN(c1ccccc1C(=O)Nc1cccc(Cl)c1Cl)S(C)(=O)=O	2.6%	5.5%	-2.5%	-3.1%	-6.8%	1.5%	3.5%	4.8%	6.8%
Cc1nc(NS(=O)(=O)c2ccccc2C)c2c3c(sc2n1)CCC3	8.0%	-1.1%	-1.7%	-1.9%	3.5%	6.2%	-2.8%	.	.
Cc1cc(C(=O)OCC(=O)N2CCOCC2)c2ccccc2n1	7.1%	-0.6%	-1.0%	-0.8%	-1.8%	1.9%	-6.0%	-5.7%	6.3%
CCCCOC(=O)c1ccc(NC(=O)CSC2=Nc3ccccc3C3CC=NN23)cc1 (stereo not drawn)	1.2%	-0.5%	-1.2%	0.2%	0.2%	1.8%	2.8%	1.1%	1.7%
CN(Cc1cccnc1)C(=O)Cc1ccc(NS(=O)(=O)c2cccc(C(F)(F)F)c2)cc1	-2.1%	-0.1%	.	0.6%	-5.5%	8.8%	-5.1%	0.8%	6.2%
C=C(C)Cn1c(CCCNC(=O)CCC)nc2ccccc21	-3.2%	0.9%	-0.9%	0.2%	-5.8%	1.5%	2.5%	2.3%	6.5%
CCOC(=O)c1c(C)[nH]c(C)c1C(=O)COC(=O)c1cccc(S(=O)(=O)NC)c1	8.5%	0.2%	-5.4%	-3.8%	-3.8%	1.0%	-0.2%	-6.4%	4.9%
CC(C)Nc1ccc(Cl)cc1[N+](=O)[O-]	8.3%	-1.8%	.	-5.0%	-7.1%	1.9%	9.5%	.	.
CC(=O)NC(Cc1ccccc1)C(=O)N1CCN(C(=S)NCC(C)C)CC1 (stereo not drawn)	2.1%	-0.1%	-6.2%	4.9%	-5.4%	-0.2%	-1.2%	-4.6%	9.2%
CS(=O)(=O)N(CCc1ccccc1)CC(=O)NCc1ccc2c(c1)OCO2	-8.9%	2.6%	-1.8%	1.3%	6.8%	0.0%	2.8%	-12.2%	9.8%
O=C(O)c1ccc(-n2c(-c3ccccc3)n[nH]c2=S)cc1	6.6%	0.2%	-13.0%	-3.1%	-3.7%	1.1%	-19.2%	-2.7%	7.8%
CCOc1ccc(-c2nc(N)ncc2-c2ccccc2)c(O)c1	7.2%	-1.6%	-2.9%	0.5%	10.7%	2.7%	4.2%	-7.1%	10.7%
COCCNC(=O)c1c[nH]c2ccc(S(=O)(=O)N3CCOCC3)cc2c1=O	2.4%	-0.4%	.	9.0%	-8.9%	1.0%	7.4%	0.0%	2.8%
CCOC(=O)C1=C(C)NC2=C(C(=O)CCC2)C1c1cccnc1 (stereo not drawn)	9.7%	1.3%	-2.1%	2.5%	-11.6%	0.2%	9.9%	-6.2%	1.0%
Cc1ccc(NC(=O)CCCc2c[nH]c3ccccc23)nc1	8.5%	0.3%	.	1.6%	-8.6%	3.0%	2.5%	-1.3%	5.8%
O=C(CN(C(=O)CCC(=O)Nc1ccccn1)c1ccc(F)cc1)NCCc1ccccc1	7.2%	-0.4%	.	1.8%	2.2%	1.7%	-2.2%	3.3%	5.4%
CC(OC(=O)/C=C/c1ccccc1)C(=O)N1CCc2ccccc21 (stereo not drawn)	7.9%	.	.	.	.	0.4%	.	1.5%	1.0%
O=C(Cc1cccs1)NNC(=S)NCc1ccc(Cl)cc1	11.8%	1.3%	-3.1%	2.2%	-11.1%	0.6%	-37.6%	-3.4%	13.3%
OCCN1CCN(c2ncnc3ccc(Br)cc23)CC1	2.1%	-1.0%	-1.4%	-0.8%	-8.4%	4.8%	-3.9%	-2.1%	6.5%
O=C(CCN1C(=O)COc2ccccc21)NCCCN1CCc2ccccc2C1	9.9%	-2.2%	-6.7%	1.0%	-6.1%	-1.1%	-3.1%	-2.7%	1.2%
COc1ccc(Cn2c(C)c(C)c(C#N)c2NC(=O)Nc2cccc(C)c2)cc1	25.1%	6.2%	-6.0%	-2.0%	-7.8%	1.3%	45.3%	-9.6%	6.5%
Cc1ccc(-n2nc3ccc(N)cc3n2)cc1Cl	1.8%	2.3%	.	-3.3%	-10.2%	11.2%	42.1%	9.1%	5.2%
